Screening results as filed in PubChem BioAssay.
SRC1 TRFRET art = counter-screen for PPARgamma SRC-1 recruitment agonists: TR-FRET artefact; TR-FRET detection artefact counter-screen, emission ratio; stronger effect = higher value; TR-FRET ratio at 8 µM; hit rate 0.34% among 99,000; AID 1051; in the data active = TR-FRET ratio above about 2300; also: inactives centre near 1800; reference of the scale not given here
SRC3 TRFRET art = TR-FRET artefact, counter-screen to PPARgamma/SRC-3 agonist assay. PPARgamma/SRC-3 format; stronger effect = higher value. TR-FRET ratio at 8 µM. hit rate 0.39% among 99,000; in the data active = TR-FRET ratio above about 2000; also: inactives centre near 1600; reference of the scale not given here
Active calls of the source: *. Not all compounds are listed; count on the stated rates, not on these rows.

Start of the data: the first 5 records, to show the layout:
SMILES	SRC1 TRFRET art	SRC3 TRFRET art
Cc1cc(C(=O)N2CC(C)CC(C)C2)n(-c2ccccc2)n1 (centres undefined)	1612	1566
O=C(CSc1nnc(NC(=O)Cc2ccccc2)s1)NCc1ccco1	1636	1586
O=c1ccc(-c2n[nH]c(=S)n2-c2ccc(F)c(Cl)c2)n[nH]1	1791	1418
CCCCC(=O)Nc1ccc(C(=O)NNC(=O)CCCOc2ccc(Cl)cc2Cl)cc1	1798	1614
COc1ccc(NC(=O)C(=O)NCCCn2ccnc2)cc1	1806	1533

This part in full (from the top)
SMILES	SRC1 TRFRET art	SRC3 TRFRET art
Cc1cc(C(=O)N2CC(C)CC(C)C2)n(-c2ccccc2)n1 (centres undefined)	1612	1566
O=C(CSc1nnc(NC(=O)Cc2ccccc2)s1)NCc1ccco1	1636	1586
O=c1ccc(-c2n[nH]c(=S)n2-c2ccc(F)c(Cl)c2)n[nH]1	1791	1418
CCCCC(=O)Nc1ccc(C(=O)NNC(=O)CCCOc2ccc(Cl)cc2Cl)cc1	1798	1614
COc1ccc(NC(=O)C(=O)NCCCn2ccnc2)cc1	1806	1533
Cn1cccc1/C=C1\SC(=S)N(NC(=O)c2cccc(Cl)c2)C1=O	1857	1546
COc1ccc(C2NC(=O)N(C)C3=C2C(=O)CC(C)(C)C3)cc1OC (centres undefined)	1959	1533
O=C(Cc1ccccc1F)NCC(c1ccco1)N1CCCCC1 (centres undefined)	1852	1510
COC(Cn1c(-c2cccc(S(=O)(=O)N(C)C)c2)n[nH]c1=S)OC	1910	1435
Cc1cc(NC(=O)c2cc(CC(C)C)on2)no1	1828	1430
O=C(NN1C(=O)C2CC=C(Cl)CC2C1=O)c1ccncc1 (centres undefined)	1533	1439
CCOC(=O)c1c(NC(=O)N/N=C/c2ccccc2OCC)sc(C(C)=O)c1C	1742	1506
CCN1CCN(CCCNC(=O)c2ccc3c(c2)NC(=O)c2ccccc2S3)CC1	1713	1376
COc1ccc2c(C)cc(SC3CCOC3=O)nc2c1 (centres undefined)	1819	1382
COc1ccc(-n2cnnc2SCC(=O)Nc2cccc(S(=O)(=O)N3CCCCC3)c2)cc1	1663	1445
COCCn1c(SCc2cc(C(C)=O)ccc2OC)nc2cc(Cl)ccc2c1=O	1751	1653
CCOc1cc(C(N)=O)cc(Br)c1OCc1ccccc1	1899	1478
COc1cccc(N=C2CC(C)(C)CC(=O)/C2=C(/O)c2ccccc2)c1	1984	1367
COC(=O)c1c(NC(=O)C2CCCCC2C(=O)O)sc2c1CCCCC2 (centres undefined)	1953	1557
O=c1c(F)cn(C2CCCO2)c(=O)n1Cc1ccc(Cl)cc1 (centres undefined)	1915	1442
CC1CCCC(NC(=O)CNC(=S)N(Cc2ccccc2)Cc2cccs2)C1C (centres undefined)	1560	1495
O=C(COC(=O)CCc1ccc(S(=O)(=O)N2CCOCC2)cc1)NCc1ccc(Cl)cc1	2028	1739
CCOC(=O)C1CCCN(Cc2cn(C)nc2-c2ccc3c(c2)OCCO3)C1 (centres undefined)	1888	1738
CCOc1ccc(NC(=S)C(C#N)=C2N(C)c3ccccc3N2C)cc1	1817	1702
CCCc1c(C)nc2c(Br)cccc2c1Cl	1549	1766
Cc1ccc(NC(=O)NCC2CCN(Cc3cccc(Cl)c3)CC2)c(Cl)c1	1997	1592
COc1ccc(NC(=O)c2cc(-c3cccc(OC)c3)on2)cc1	1778	1409
CCn1c(=O)c(C(=O)Nn2c(C)nc3ccccc3c2=O)c(O)c2ccccc21	1759	1541
O=C(NCCN1C(=O)S/C(=C\c2ccccc2)C1=O)C1CCN(S(=O)(=O)c2cccs2)CC1	1824	1744
C=CCc1cccc(/C=N/NC(=O)C(=O)Nc2ccc(C)cc2)c1O	1942	1642
COc1cccc(N(C(=O)CCl)C(C(=O)NCCc2ccccc2)c2cccs2)c1 (centres undefined)	2070	1703
COC(=O)c1ccc(N=c2sc(C(=O)OC)cc(=O)n2C)cc1	1887	1560
Cn1nccc1C(=O)Oc1cccc(/C=N/NC(=O)c2ccccc2O)c1	1525	1600
Cc1ccc(S(=O)(=O)N2CCC(C(=O)NNC(=O)C3CC3)CC2)cc1Cl	2026	1443
Oc1ccc(/C=N/Nc2ccc(C(F)(F)F)cn2)cc1	1898	1597
COc1cccc(CN2CCNC(=O)C2CC(=O)NCc2cc(C(C)C)no2)c1 (centres undefined)	1652	1461
COc1ccc(NC(=O)C(c2cc3c(cc2[N+](=O)[O-])OCO3)N(C)Cc2ccccc2)cc1 (centres undefined)	1687	1610
CSc1ccc(/C=C/c2ccc3cccc(O)c3n2)cc1	2084	1461
CC1CC(C)(C)NC(=S)N1CCCC(=O)Nc1ccc(Cl)cc1 (centres undefined)	1805	1449
Cn1c(CCC(=O)OCC(=O)NCC(F)(F)F)nc(=O)c2ccccc21	1866	1480
Cc1cccc(-n2cc(C(=O)O)c(=O)cc2C)c1	1844	1526
O=C(CCC(=O)OCC(=O)c1ccc([N+](=O)[O-])cc1)NC1CCCCC1	1673	1600
COc1cccc(NC(=O)Nc2ccc(C(C)(C)C)cc2)c1	1732	1409
Cc1cc(C)c(C)c(S(=O)(=O)Nc2ccccc2C(=O)O)c1C	1700	1608
O=C(CSc1nnc(COc2ccc(Br)cc2)o1)N1CCOCC1	1763	1607

Seven neighbouring compounds already listed, for reference:
SMILES	SRC1 TRFRET art	SRC3 TRFRET art
CC1CC(C)(C)NC(=S)N1CCCC(=O)Nc1ccc(Cl)cc1 (centres undefined)	1805	1449
Cn1c(CCC(=O)OCC(=O)NCC(F)(F)F)nc(=O)c2ccccc21	1866	1480
Cc1cccc(-n2cc(C(=O)O)c(=O)cc2C)c1	1844	1526
O=C(CCC(=O)OCC(=O)c1ccc([N+](=O)[O-])cc1)NC1CCCCC1	1673	1600
COc1cccc(NC(=O)Nc2ccc(C(C)(C)C)cc2)c1	1732	1409
Cc1cc(C)c(C)c(S(=O)(=O)Nc2ccccc2C(=O)O)c1C	1700	1608
O=C(CSc1nnc(COc2ccc(Br)cc2)o1)N1CCOCC1	1763	1607

Other structures follow:
SMILES	SRC1 TRFRET art	SRC3 TRFRET art
CCOC(=O)c1ccc2c(c1)N(CC#N)C(=O)C(C)(C)O2	1726	1726
O=C(/C=C/c1ccc(OCc2c(F)cccc2Cl)cc1)N1CCOCC1	1624	1645
FCCCOc1ccc(CN2CCN(c3ccccc3F)CC2)cc1	1810	1514
Cc1ccc2oc(=O)n(CCCOc3ccccc3C)c2c1	1667	1487
CCOC(=O)c1c(C)n(C)c2cc(-c3ccc(F)cc3)c(O)cc12	1660	1620
CC1CN(S(=O)(=O)c2ccc(C(=O)NCCCn3ccnc3)cc2)CC(C)O1 (centres undefined)	1659	1714
Cc1c(NC(=O)C(C)OC(=O)c2cc(Cl)nc(Cl)c2)c(=O)n(-c2ccccc2)n1C (centres undefined)	1501	1517
O=C(Nc1ccc(N2CCN(c3ccccc3)CC2)c(F)c1)C1CC1	1918	1758
OCCC1CN(Cc2cccn2-c2ccccn2)CCN1Cc1ccccc1 (centres undefined)	1642	1693
O=C(O)CCC(=O)Nc1cccc2cccnc12	1803	1711
O=C(CCSCc1ccccc1F)N1CCN(c2ccccn2)CC1	1870	1512
O=C(/C=C/c1ccc(Cl)cc1)NCc1ccncc1	1769	1463
Cc1cccc(C)c1OCC(=O)Nc1ccccc1C(F)(F)F	2034	1641
CCOC(=O)c1[nH]c2ccc(OC)cc2c1NC(=O)CCN1CCSCC1	1891	1649
Cc1ccc(NC(=O)CCn2cnc3ccccc3c2=O)cc1	1941	1676
CCC(C)C(NC(=O)C1CCC(C)CC1)C(=O)Nc1ccc(OC)cc1OC (centres undefined)	1657	1403
C/C(CCc1ccc2c(c1)OCO2)=N\NC(=S)NC(C)C	1722	1677
COC(=O)c1ccccc1N/C=C/C(=O)c1ccc(Br)cc1	1794	1653
CCn1c(C)nc2cc(S(=O)(=O)N3CCCCC3)ccc21	1831	1622
CNC(=S)N(Cc1ccc(OC)cc1)C1CC(=O)N(c2ccc(C(=O)OC)cc2)C1=O (centres undefined)	1943	1704
Cc1ccc(-c2cc(C(=O)NCc3cnn(C)c3)c3cc(Br)ccc3n2)cc1	1817	1723
COC(c1ccccc1)c1nnc(CCC(=O)NCCCc2ccccc2)o1 (centres undefined)	1669	1454
CN1CCC(OC(=O)COc2ccc(Br)cc2)CC1	1933	1557
CC(=O)Nc1nc2ccccc2n1Cc1ccc(C)cc1	1644	1763
COC(=O)c1ccc(C)c(-n2c(C)cc(C=O)c2C)c1	2018	1551
Cc1[nH]n(-c2ccccc2)c(=O)c1C(c1ccccc1C(=O)O)c1c(C)[nH]n(-c2ccccc2)c1=O	1855	1496
CCC1=NN(C(=O)COc2ccccc2C)C(O)(c2ccncc2)C1 (centres undefined)	1624	1618
O=C(c1ccc([N+](=O)[O-])s1)N1CCN(c2ccccc2)CC1	1752	1656
COc1cc(NC(=O)CCCn2c(=S)[nH]c3ccccc3c2=O)cc(OC)c1OC	1856	1659
COC(=O)Nc1ccc(SCC(=O)c2ccc(Cl)cc2)cc1	1962	1572
CN1CCC(Oc2ccccc2Sc2ccccc2)CC1	1769	1681
O=C(COc1cccc2c1CCN(Cc1ccc(Br)cc1)C2=O)N1CCOCC1	1618	1338
CCOC(=O)N1CCN(C(=O)COc2ccc3c(c2)C(=O)CC(C)(C)O3)CC1	2045	1535
Cc1ccc(O)c(-n2nc3ccccc3n2)c1	1722	1541
Fc1ccc(-c2cc(C(F)(F)F)n3ncnc3n2)cc1	1736	1647
COc1ccc(NC(=S)N(Cc2ccccn2)Cc2ccccc2Cl)cc1	1849	1649
COc1ccc(CCNC(=O)/C(C#N)=C/c2cccc(OCc3ccccc3)c2)cc1OC	1877	1608
NS(=O)(=O)c1ccc(CCNC(=O)CSc2nc3ccsc3c(=O)n2CCCCC(=O)O)cc1	1602	1648
Cc1c(Cl)c([N+](=O)[O-])nn1CCCC(=O)O	1885	1679
CCOC(=O)C1=C(C)N(C)C(C)=C(C(=O)OCC)C1c1ccc(Cl)cc1	1785	1651
CCn1ncc(Br)c1C(=O)Nc1ccn(C23CC4CC(CC(C4)C2)C3)n1	1611	1564
O=C(CCCN1C(=O)/C(=C/c2cccs2)SC1=S)NNC(=O)c1ccccc1O	1976	1450
COc1ccc(OC)c(/C=N/NC(=O)c2[nH]nc3c2CCc2ccccc2-3)c1	1955	1433
Cc1ccn2c(CNC(C)CCn3cccn3)c(C(=O)N3CCCCCC3)nc2c1 (centres undefined)	1724	1530
COc1ccccc1NS(=O)(=O)c1cc(NC(=O)c2ccco2)ccc1N1CCOCC1	2110	1702
CCc1ccc(/C=C(/C#N)C(N)=S)s1	1843	1684
CC1CN(c2nc3ccccn3c(=O)c2C=O)CC(C)O1 (centres undefined)	1694	1665
O=C(Cn1cnc2nc3n(c2c1=O)CCC3)NCc1ccccc1	1767	1525
CCN(CC)C(=S)SC1CCCCN(C(=O)c2ccc(F)cc2)C1=O (centres undefined)	2024	1645
CCCCOC(=O)c1ccc(NC(=O)C(=O)NCc2cccnc2)cc1	1966	1689
O=C1C2CCCN2C(=O)N1CCN1CCN(CCO)CC1 (centres undefined)	1874	1730
CC(C)COCC(CN(Cc1ccccc1)c1ccccc1)N1CCCC1 (centres undefined)	1600	1326
CC(=O)Nc1nc(-c2cc([N+](=O)[O-])cs2)cs1	1840	1588
Cc1cccc(OC(=O)n2c(=S)oc3cc(Cl)ccc32)c1	1587	1545
Cc1ccc(C(=O)COC(=O)c2cn(-c3ccccc3)nc2-c2ccccc2)cc1[N+](=O)[O-]	1656	1522
C=CCNC(=O)N1CCCC(C(=O)c2cccc(Cl)c2)C1 (centres undefined)	1613	1494
CCCCCC(=O)NC(=S)Nc1cccc(C(C)=O)c1	1843	1470
CCCCN=C1NC(=O)C(CC(=O)NCCc2ccc(OC)cc2)S1 (centres undefined)	1639	1668
CC(C)(C)c1ccc(C(=O)NNC(=O)c2ccc(Cl)cc2)cc1	1785	1550
CCCCOc1ccc(NC(=O)C2OC3OC(C)(C)OC3C3OC(C)(C)OC23)cc1 (centres undefined)	1953	1532
(next part)
SMILES	SRC1 TRFRET art	SRC3 TRFRET art
O=C(CCCC(=O)NCc1ccc(F)cc1)NCc1ccc(F)cc1	1928	1736
COc1ccccc1C(=O)ON=C1c2ccccc2-c2ccccc21	1933	1778
Cc1ccccc1NC(=S)N(CCCN1CCOCC1)Cc1cccs1	1706	1534
CCCCc1ccc(NC(=S)N2CCN(c3ncccn3)CC2)cc1	1806	1700
O=[N+]([O-])c1ncn(Cc2c(Cl)cccc2Cl)n1	1649	1691
CCOC(=O)NN1C(=O)c2ccccc2NC1c1ccc(OC)cc1OC (centres undefined)	1793	1534
O=c1[nH]ncc(N2CCCCC2)c1Cl	1806	1560
COc1ccc2nc3c(c(-c4ccccc4)c2c1)CCC3	1934	1634
Cc1ccccc1C(=O)N1CCN(c2ccc(NC(=O)c3cccnc3Cl)cc2)CC1	1725	1480
COC(=O)c1c(NC(=O)C2C3CCC(O3)C2C(=O)O)sc2c1CCCCCC2 (centres undefined)	1932	1644
N#C/C(=C/c1cccn1-c1cccc(C(=O)O)c1)c1ccc(Cl)cc1	1708	1591
Cn1c(=S)[nH]c2scc(-c3cccs3)c2c1=O	3197*	2495*
O=c1oc2ccccc2c(NCc2ccccc2)c1[N+](=O)[O-]	1641	1420
CCOc1ccc(-c2n[nH]c(=S)o2)cc1	2049	1733
CCC(=O)Nc1ccc(C(=O)NNC(=O)c2ccc([N+](=O)[O-])cc2)cc1	1842	1615
O=C1OC(c2ccccc2)c2ccc3ccccc3c21 (centres undefined)	1494	1485

Sorted by number of heavy atoms (descending): part of the list above.
SMILES	SRC1 TRFRET art	SRC3 TRFRET art
COC(=O)c1c(NC(=O)C2C3CCC(O3)C2C(=O)O)sc2c1CCCCCC2 (centres undefined)	1932	1644
CCOC(=O)NN1C(=O)c2ccccc2NC1c1ccc(OC)cc1OC (centres undefined)	1793	1534
O=C1OC(c2ccccc2)c2ccc3ccccc3c21 (centres undefined)	1494	1485
Cn1c(=S)[nH]c2scc(-c3cccs3)c2c1=O	3197*	2495*
O=c1[nH]ncc(N2CCCCC2)c1Cl	1806	1560
